C-LANA FP = inhibitors of KSHV LANA C-terminal domain DNA binding; MBP-C-LANA/FAM-LBS DNA binding, fluorescence polarization; inhibition, % at 9 µM; hit rate 0.078% among 340,000; AID 504423;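 active = highest replicate inhibition at or above 60% at 9 µM, even if other replicates fall short; inactive = all replicates below 60% inhibition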;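 note: 0% = neutral control wells and 100% = 4 µM acridine orange control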
cardiac RTF act = cardiac RTF calcium sensitization; IANBD-labeled TnC RTF fluorescence at EC20 calcium; 0% EC20 calcium, 100% full calcium; hit rate 0.24% among 340,000; activation, % at 7.2 µM; AID 493008;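 active = activation above the mean over all tested compounds plus 3 SD, cut at about 30% in these data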;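 note: rise in fluorescence read as greater calcium sensitivity of cardiac thin filaments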
HTR5A ag = HTR5A agonism, opioid heterodimer counter-screen. P47898. HTR5A agonist assay, luminescence, cell-based. activation, % at 9.3 µM. hit rate 0.61% among 340,000; in the data active = activation mostly above about 9.5%, no sharp cut-off; inactive = mostly below about 7.6%;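 note: 0% = cells with vehicle only and 100% = reference agonist; strong numbers were not always called active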
Target sequence (P47898 whole entry, looked up): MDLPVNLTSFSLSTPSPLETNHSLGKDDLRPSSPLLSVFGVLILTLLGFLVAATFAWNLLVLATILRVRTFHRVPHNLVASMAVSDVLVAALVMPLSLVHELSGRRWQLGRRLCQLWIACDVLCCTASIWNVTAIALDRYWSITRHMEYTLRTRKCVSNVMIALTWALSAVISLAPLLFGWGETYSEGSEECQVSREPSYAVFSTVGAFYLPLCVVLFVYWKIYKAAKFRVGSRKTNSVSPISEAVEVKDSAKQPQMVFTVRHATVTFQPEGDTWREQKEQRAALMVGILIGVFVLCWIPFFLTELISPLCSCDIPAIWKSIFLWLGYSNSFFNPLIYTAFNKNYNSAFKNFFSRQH
HTR5A inv ctr = inverse agonist of human HTR5A in OPRM1-OPRD1 counter-screen | HTR5A cell line, luminescence, inverse agonism | hit rate 0.083% among 340,000 | inhibition, % at 9.3 µM; in the data active = inhibition mostly above about 23%, no sharp cut-off; inactive = mostly below about 18%;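 note: 0% = cells with DMSO and 100% = no-cell wells with DMSO; some compounds called inactive have numbers as strong as hits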
RTF Ca sens inh = cardiac RTF calcium desensitization; P19429+P45379; IANBD-labeled cardiac RTF, Ca2+ fluorescence; inhibition, % at 7.15 µM; hit rate 0.12% among 340,000;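 active = inhibition above the mean inhibition of all tested compounds plus 3 SD, cut at about 17% in these data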;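 note: assay run at fixed EC70 calcium of 1.6 mM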
CAL PDZ FP = CAL PDZ (human) peptide binding inhibition. Q9HD26. purified CAL PDZ, TMR-peptide fluorescence polarization, 1 h. inhibition, % at 24.9 µM. hit rate 0.92% among 300,000. AID 602252;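 active = mean inhibition of at least 30% with at least half of replicates also reaching 30%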;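 note: 0% = DMSO neutral control and 100% = excess unlabeled competitor peptide PRC23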
MOR-DOR ag = agonists of human mu-delta opioid receptor heterodimerization; hit rate 0.3% among 340,000; AID 504326; cells, OPRM1-OPRD1 heterodimerization, luminescence; activation, % at 9.3 µM; in the data active = activation above about 18%;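 note: 0% = vehicle-treated cells and 100% = reference agonist; values of inactives mirror those of a sister screen read the other way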
MOR-DOR inv ag = inverse agonist of human OPRM1-OPRD1 heterodimerization; hit rate 0.21% among 340,000; cell-based MOR-DOR heterodimer luminescence, inverse agonism; P35372+P41143; inhibition, % at 9.3 µM; in the data active = inhibition above about 22%, passing the limit was not always enough;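 note: 0% = cells with DMSO and 100% = wells without cells with DMSO; values of inactives mirror those of a sister screen read the other way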
V-ATPase pHluor = yeast V-ATPase proton transport regulation by pHLuorin. S. cerevisiae, pHLuorin cytosolic pH fluorescence. response, % at 10 µM. hit rate 0.37% among 350,000. AID 504577; in the data active = response mostly above about 7.3%, no sharp cut-off; inactive = mostly below about 5.4%; note: actives read high; inactives centre near 0; some compounds called inactive have numbers as strong as hits; reference of the scale not given here
Keap1 Nrf2 FP = inhibitors of human Keap1-Nrf2 protein-protein interaction; Q14145; Keap1 Kelch-Nrf2 peptide fluorescence polarization, 1536-well; inhibition, % at 9.4 µM; hit rate 0.15% among 340,000; in the data active = inhibition above about 12%;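 note: human Keap1 Kelch domain with fluorescein labeled Nrf2 9mer peptide probe; 0% = neutral control wells and 100% = peptide positive control; higher means more block of Keap1 binding to Nrf2 peptide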
Target sequence (Q14145 whole entry, looked up, the tested form may be a part): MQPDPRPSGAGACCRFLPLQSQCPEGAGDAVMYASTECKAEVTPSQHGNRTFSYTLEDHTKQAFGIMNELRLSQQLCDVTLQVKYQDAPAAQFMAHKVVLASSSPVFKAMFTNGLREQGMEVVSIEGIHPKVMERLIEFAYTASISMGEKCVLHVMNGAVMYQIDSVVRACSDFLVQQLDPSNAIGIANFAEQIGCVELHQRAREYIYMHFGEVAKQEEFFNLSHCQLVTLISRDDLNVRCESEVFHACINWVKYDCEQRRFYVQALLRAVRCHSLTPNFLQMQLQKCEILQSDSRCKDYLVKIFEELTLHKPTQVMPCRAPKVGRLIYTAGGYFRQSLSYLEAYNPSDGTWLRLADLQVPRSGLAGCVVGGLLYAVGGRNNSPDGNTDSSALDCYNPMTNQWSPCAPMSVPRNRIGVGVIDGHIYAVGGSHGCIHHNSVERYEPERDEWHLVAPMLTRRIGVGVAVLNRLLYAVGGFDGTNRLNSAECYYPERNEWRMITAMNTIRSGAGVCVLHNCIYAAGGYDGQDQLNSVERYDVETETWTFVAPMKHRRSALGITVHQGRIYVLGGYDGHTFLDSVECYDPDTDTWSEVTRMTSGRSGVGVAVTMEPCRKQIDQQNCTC
* hit, by the source's call; x = no result given.

1	CC(=O)Oc1c(-c2ccco2)oc2ccccc2c1=O
2	CN(C(=O)c1ccccc1OCc1ccc(F)cc1)c1c(N)n(Cc2ccccc2)c(=O)[nH]c1=O
3	CC(C)(C)NC(=O)CN1CCN(C(=O)CCl)CC1
4	C[C@@H]1[C@H]2CCCC[C@H]2CN(C(=O)OC(C)(C)C)[C@@H]1c1cn(Cc2ccccc2)c2ccc(F)cc12
5	CSc1ccc(/C=C2\C(=N)N3N=C(CC(=O)N4CCCCC4)SC3=NC2=O)cc1
6	COc1ccc(CCNC(=O)C2CCCN(C(=O)N(C)C)C2)c(OC)c1 (stereo not drawn)
7	NNc1nc(C(F)(F)F)nc2ccccc12
8	COc1ccc(S(=O)(=O)N2CCN(Cc3cc(OC)c(O)c(OC)c3)CC2)cc1
assay / entry	1	2	3	4	5	6	7	8
C-LANA FP	0.4	-0.5	-3.8	-1.4	-0.2	-1.6	-1.1	0.9
cardiac RTF act	8	-4	-8	4	-2	-4	-1	13
HTR5A ag	2	-4	1	1	-2	0	7	-2
HTR5A inv ctr	-7	10	-3	-5	7	-11	-21	7
RTF Ca sens inh	-7	-22	-1	-5	-12	14	-15	-3
CAL PDZ FP	-3	7	-3	-1	7	0	-1	-5
MOR-DOR ag	-2.9	-2.2	-1.5	-2.3	-2.7	-2.2	0.9	-2.2
MOR-DOR inv ag	14	11	7	11	14	12	-5	11
V-ATPase pHluor	-5	-2	0	0	6	1	-2	-2
Keap1 Nrf2 FP	-7	-2	-3	-2	-5	-3	-2	1

Reprinted, compounds 1–4
1	CC(=O)Oc1c(-c2ccco2)oc2ccccc2c1=O
2	CN(C(=O)c1ccccc1OCc1ccc(F)cc1)c1c(N)n(Cc2ccccc2)c(=O)[nH]c1=O
3	CC(C)(C)NC(=O)CN1CCN(C(=O)CCl)CC1
4	C[C@@H]1[C@H]2CCCC[C@H]2CN(C(=O)OC(C)(C)C)[C@@H]1c1cn(Cc2ccccc2)c2ccc(F)cc12
assay / entry	1	2	3	4
C-LANA FP	0.4	-0.5	-3.8	-1.4
cardiac RTF act	8	-4	-8	4
HTR5A ag	2	-4	1	1
HTR5A inv ctr	-7	10	-3	-5
RTF Ca sens inh	-7	-22	-1	-5
CAL PDZ FP	-3	7	-3	-1
MOR-DOR ag	-2.9	-2.2	-1.5	-2.3
MOR-DOR inv ag	14	11	7	11
V-ATPase pHluor	-5	-2	0	0
Keap1 Nrf2 FP	-7	-2	-3	-2

The listing continues:
9	COc1ccc(C2SCC(=O)N2CC23CC4CC(CC(C4)C2)C3)cc1 (stereo not drawn)
10	O=C1CCCC(O)=C1C1NCCc2ccccc21 (stereo not drawn)
11	CC(C)C(=O)N(Cc1cc(=O)[nH]c2ccccc12)c1ccccc1
12	Cc1nn(CCC(=O)Nc2cccc(C#N)c2)c(C)c1S(=O)(=O)N1CCCCC1
13	CC(C)n1nnc2c(=O)oc3ccccc3c21
14	CC(NC(=O)C1CCC(CNS(=O)(=O)c2ccc3c(c2)C(C)(C)C(=O)N3C)CC1)c1ccccc1 (stereo not drawn)
15	CN(c1ccccc1)S(=O)(=O)c1cccc(C(=O)Nc2ccc(N3CCOCC3)cc2)c1
16	CCOC(=O)CC1(C)OCC(C[N+]2(C)CCCCC2)O1 (stereo not drawn)
assay / entry	9	10	11	12	13	14	15	16
C-LANA FP	1.4	3.0	-0.5	0.4	0.1	-0.9	0.7	-0.7
cardiac RTF act	-5	0	3	0	2	-9	-4	3
HTR5A ag	-4	-3	-8	1	1	-1	-4	-11
HTR5A inv ctr	-5	-25	8	15	-11	4	-25	26
RTF Ca sens inh	-5	-8	5	-3	5	-8	2	-1
CAL PDZ FP	3	-2	-3	-3	-3	x	0	-1
MOR-DOR ag	6.9	-1.7	0.7	-0.7	0.9	-2.8	6.2	-2.8
MOR-DOR inv ag	-39	10	-4	4	-5	15	-39	15
V-ATPase pHluor	-5	-1	-1	-4	-1	-2	1	-1
Keap1 Nrf2 FP	-1	0	-2	-1	-3	-5	-6	-2

17	COC(=O)CC1(c2ccc(OC)cc2)C(=O)c2ccccc2C1=O
18	CCOC(=O)Cc1csc(NC(=O)CC(C)(C)C)n1
19	CN(Cc1cccnc1)Cc1c(C(=O)N2CCc3ccccc3C2)nc2ccc(Cl)cn12
20	O=C(CN1CCN(S(=O)(=O)c2cccs2)CC1)N1CCCCC1
21	O=c1c(-c2ccccc2)c(O)c2c(n1-c1ccccc1)CCCC2
22	CCc1nccn1CCC(=O)NC1CC(C)(C)Cc2c1cnn2-c1ccc(C)cc1 (stereo not drawn)
23	O=C(CCN1C(=O)c2ccccc2C1=O)NC(=S)Nc1ccccc1
24	CCc1noc(C)c1C(=O)Nc1ccc(C)c(S(=O)(=O)N2CCCCCC2)c1
assay / entry	17	18	19	20	21	22	23	24
C-LANA FP	-0.5	-0.5	2.5	1.1	-1.5	0.2	-0.4	-0.8
cardiac RTF act	0	2	7	-8	-2	1	5	-14
HTR5A ag	10	0	-2	-2	0	0	2	1
HTR5A inv ctr	-4	-37	5	8	15	0	20	9
RTF Ca sens inh	-5	-1	1	-7	-14	-1	0	2
CAL PDZ FP	x	-1	1	x	-1	-1	1	x
MOR-DOR ag	-1.9	-1.4	0.5	-1.0	0.6	1.0	0.3	-2.6
MOR-DOR inv ag	10	8	-4	6	-4	-4	-1	13
V-ATPase pHluor	-1	-1	0	-3	5	2	-3	6
Keap1 Nrf2 FP	-2	-4	-5	-6	0	-1	-2	-8

25	COc1ccc(-c2csc3nc(C)nc(N4CCN(C(C)=O)CC4)c23)cc1OC
26	COCCCNC(=O)C[C@H]1C[C@H](C(=O)N2CCCCC2)[C@@]2(CCc3ccccc3)c3[nH]c4cc(-c5ccco5)ccc4c3CCN2C1=O
27	Cc1[nH]c2ccccc2c1C(c1ccncc1)N1CCN(c2ccccc2F)CC1 (stereo not drawn)
28	CCC(C)NS(=O)(=O)c1cc2c3c(c1)CCC(=O)N3CCC2 (stereo not drawn)
29	CCOc1ccccc1OCC(=O)Nc1ccccc1C(=O)NC1CC1
30	OCCN(CC(O)COc1ccccc1)CC(O)Cn1ccc2ccccc21 (stereo not drawn)
31	O=C(Nc1cccc(F)c1)c1ccc2ncsc2c1
32	O=C(NC(=S)Nc1ccc(Br)cn1)c1cccs1
assay / entry	25	26	27	28	29	30	31	32
C-LANA FP	-1.7	-0.7	-1.6	1.8	-0.6	-0.1	0.3	-1.6
cardiac RTF act	9	1	-8	0	-2	-2	3	6
HTR5A ag	-1	0	3	1	-6	-4	4	3
HTR5A inv ctr	3	-2	-22	-22	17	8	-16	-8
RTF Ca sens inh	-11	0	10	-1	-6	-1	-3	-23
CAL PDZ FP	-7	-3	5	-1	-5	-6	-7	-4
MOR-DOR ag	-1.2	-2.4	2.7	-2.5	-2.0	-0.7	-1.9	0.3
MOR-DOR inv ag	6	12	-19	13	13	3	10	-2
V-ATPase pHluor	0	-2	1	-3	1	-1	-1	3
Keap1 Nrf2 FP	-1	-5	-4	-2	6	5	4	-2

33	Cc1ccc(-c2noc(CCC(=O)N3CCCc4ccccc43)n2)cc1
34	c1ccc(SCCOCCN2CCOCC2)cc1
35	COc1cccc(NC(=O)COC(=O)c2cc(=O)c3ccccc3o2)c1
36	O=C(CSc1ccc2nnc(-c3cccnc3)n2n1)Nc1ccccc1
37	CCOC(=O)C(O)C1CCc2c([nH]c3ccc(C)cc23)C1=O (stereo not drawn)
38	Cc1ccc(N(CC(=O)NCCSCc2ccco2)S(=O)(=O)c2ccc(C)cc2)cc1
39	COc1ccccc1CN(C(=O)CNC(=O)c1ccco1)C(C(=O)NCC1CCCO1)c1ccccc1 (stereo not drawn)
40	COc1ccc(N(C)C(=O)c2onc3c2CCCC3)cc1
assay / entry	33	34	35	36	37	38	39	40
C-LANA FP	1.1	-1.0	-3.5	-0.1	39	1.2	-0.2	0.1
cardiac RTF act	-2	-3	-10	0	-5	-4	3	3
HTR5A ag	-13	1	3	5	-5	2	3	7
HTR5A inv ctr	28	-3	-8	-6	2	-3	-8	9
RTF Ca sens inh	-16	-7	-2	5	0	13	8	0
CAL PDZ FP	-2	5	-3	-4	x	2	6	-5
MOR-DOR ag	-0.4	-2.4	-0.2	-3.9	-0.9	-2.3	-0.3	-3.2
MOR-DOR inv ag	2	12	1	13	5	12	2	17
V-ATPase pHluor	2	1	-4	0	-1	-4	-4	1
Keap1 Nrf2 FP	-5	4	1	-2	3	-1	1	3

41	O=C(Nc1cccc(C(=O)O)c1)/C(=C\c1ccccc1Cl)NC(=O)c1ccco1
42	CCn1c(=NC(=O)COc2ccccc2)sc2cccc(F)c21
43	CCCCNC(=NCc1cccc(C(F)(F)F)c1)Nc1ccccc1
44	O=C(O)c1cccc2c1C(=O)N(C1CCCCC1)C2
45	CN(Cc1cn(-c2ccccc2)nc1-c1ccc(F)cc1)C(=O)CCC(=O)O
46	O=C(C1CCN(Cc2ccccc2)CC1)N1CCN(C/C=C/c2ccccc2)CC1
47	C=CC[N+]1(CC=C)CCOCC1
48	COc1cc2[nH]c(=S)nc(NCc3ccccn3)c2cc1OC
assay / entry	41	42	43	44	45	46	47	48
C-LANA FP	-0.8	0.1	0.2	0.5	1.5	1.5	-1.0	16
cardiac RTF act	-4	-2	-3	-1	-6	8	2	13
HTR5A ag	-2	1	0	3	2	4	-5	-3
HTR5A inv ctr	15	-15	0	-20	24	-37	25	-1
RTF Ca sens inh	-1	-2	-9	-2	17*	-9	1	-20
CAL PDZ FP	2	2	0	3	-2	-1	x	1
MOR-DOR ag	-3.0	6.1	2.5	-1.0	-1.4	-2.2	1.5	-8.4
MOR-DOR inv ag	16	-31	-11	6	8	10	-8	39
V-ATPase pHluor	5	-2	0	-6	0	3	4	0
Keap1 Nrf2 FP	-4	-3	7	0	1	-2	-3	7

49	CSc1ccccc1NC(=O)NCCCl
50	COc1ccccc1/C=N/NC(=O)c1nnn(-c2nonc2N)c1CSC1=NCCS1
51	COC(=O)c1ccc(NC(CC(C)C)C(=O)OC)c([N+](=O)[O-])c1 (stereo not drawn)
52	O=C(O)c1cccc(NS(=O)(=O)c2ccc(-c3ccc(S(=O)(=O)Nc4cccc(C(=O)O)c4)cc3)cc2)c1
53	CC(=Nc1cccc(O)c1)c1sc2ccccc2c1O
54	Nc1cc(Cl)ccc1C(=O)OCC(=O)N1CCCC1
55	Cc1cc(C)n(CCc2nc3c4ccccc4n(CC#N)c(=O)n3n2)n1
56	CS(=O)(=O)Nc1ccc(S(=O)(=O)NC2CCCCC2)cc1
57	O=C(CCCOc1ccc(Cl)cc1)NCC1CCCO1 (stereo not drawn)
58	COc1ccc2[nH]cc(/C=C/C(=O)c3ccccc3)c2c1
assay / entry	49	50	51	52	53	54	55	56	57	58
C-LANA FP	0.4	-0.8	0.0	-0.9	0.0	0.9	0.5	-3.2	1.4	-1.8
cardiac RTF act	15	4	1	-3	0	1	-8	3	-2	4
HTR5A ag	1	3	4	-2	1	0	-1	0	2	-2
HTR5A inv ctr	-9	8	7	35	-14	1	1	0	14	15
RTF Ca sens inh	-16	6	-23	-4	-5	3	-38	-4	4	-1
CAL PDZ FP	-1	0	0	-5	1	-1	-2	12	-1	-1
MOR-DOR ag	-2.0	-0.1	4.1	-1.1	-0.2	-1.0	-2.2	1.1	-1.6	1.1
MOR-DOR inv ag	10	1	-26	6	1	6	14	-7	7	-6
V-ATPase pHluor	-3	-8	-2	1	-2	4	1	-2	-2	7
Keap1 Nrf2 FP	-4	-7	-3	5	-4	0	-4	-6	-1	-4

Assay outcomes from PubChem BioAssay.
